tim10-1 inh: inhibits growth of tim10-1 mutant yeast. S. cerevisiae tim10-1 ts strain growth, BacTiter-Glo, 24 h. inhibition, % at 20 µM. 2.2% of 330,000 active. AID 463190;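 active = inhibition of at least 40%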;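 note: mutant grown at 25 °C; 0% = DMSO wells with yeast and 100% = wells holding no yeast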
TIM10 inh: growth inhibitors of TIM10 yeast strain | S. cerevisiae TIM10 strain growth, BacTiter-Glo luminescence, 24 h | inhibition, % at 10 µM | 1.4% of 330,000 active | AID 463195;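 active = inhibition of 40% or more at the single tested concentration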;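 note: wild-type TIM10 isogenic control strain grown at permissive 25 °C; 0% = DMSO yeast wells and 100% = minimal medium wells without yeast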
697 NFkB inh: lowers PMA/ionomycin-induced NF-kB signal in 697 B cells; 697 B-cell NF-kB luciferase reporter, 16 h; inhibition, % at 4 µM; AID 435022; 0.33% of 330,000 active; in the data active = inhibition above about 35%
UPR XBP1 act: adaptive UPR (XBP1) activation. activation, % at 20 µM. 0.33% of 330,000 active. AID 463104. CHO-XBP1 luciferase reporter, IRE1-XBP1 UPR activation, luminescence; percent of tunicamycin response, DMSO as zero;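 active = versus positive control, 20 µM dose yields 30% or more activation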;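 note: 100% = tunicamycin at 10 µg/mL and 0% = DMSO only wells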
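assay system = CHO-XBP1 luciferase reporter cells | amount = 1000 cells/well | buffer or medium = F12 plus 10% FBS | compound dosing = single point, 20 µM final compound, 1% DMSO | incubation = 16-18 h cell attachment at 37 °C, then 6 h compound exposure | detection = Steady-Glo luminescence read | controls = tunicamycin 10 µg/mL and vehicle-only wells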
UPR CHOP act: activators of apoptotic arm of unfolded protein response (CHOP); 0.34% of 330,000 active; CHO-CHOP luciferase reporter, UPR activation, luminescence; percent of tunicamycin response over DMSO baseline; AID 449763; activation, % at 10 µM;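 active = at 10 µM dose, activation of 40% or more, normalized to positive control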;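 note: 100% = tunicamycin at 10 µg/mL and 0% = DMSO alone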
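Dosing – one dose, 10 µM in 0.5% DMSO · System – CHO-CHOP cells, stable luciferase reporter of PERK-eIF2a-CHOP signalling · Input – 500 cells/well · Control set – tunicamycin 10 µg/mL final as positive, DMSO-only wells as negative · Timing – 6 h compound treatment, 37 °C · Measure – % activation vs tunicamycin · Technique – luminescence read with Steady-Glo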
tim23-1 inh: growth inhibitors of tim23-1 mutant yeast. S. cerevisiae tim23-1 growth, BacTiter-Glo luminescence, 24 h. 1.3% of 330,000 active. inhibition, % at 20 µM;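 active = growth inhibition of the mutant yeast at or above 50%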;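 note: temperature-sensitive mutant grown at 25 °C; plate controls were DMSO-treated mutant yeast for no effect and medium wells lacking yeast for full effect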
Mdm2-MdmX inh: human Mdm2/MdmX binding inhibition | SaOS-2 split-luciferase Mdm2/MdmX complementation, luminescence | inhibition, % at 8 µM | 3% of 330,000 active | AID 485346;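 active = inhibition of at least 50% at 8 µM in the primary screen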
Target sequence (O15151 whole entry, looked up): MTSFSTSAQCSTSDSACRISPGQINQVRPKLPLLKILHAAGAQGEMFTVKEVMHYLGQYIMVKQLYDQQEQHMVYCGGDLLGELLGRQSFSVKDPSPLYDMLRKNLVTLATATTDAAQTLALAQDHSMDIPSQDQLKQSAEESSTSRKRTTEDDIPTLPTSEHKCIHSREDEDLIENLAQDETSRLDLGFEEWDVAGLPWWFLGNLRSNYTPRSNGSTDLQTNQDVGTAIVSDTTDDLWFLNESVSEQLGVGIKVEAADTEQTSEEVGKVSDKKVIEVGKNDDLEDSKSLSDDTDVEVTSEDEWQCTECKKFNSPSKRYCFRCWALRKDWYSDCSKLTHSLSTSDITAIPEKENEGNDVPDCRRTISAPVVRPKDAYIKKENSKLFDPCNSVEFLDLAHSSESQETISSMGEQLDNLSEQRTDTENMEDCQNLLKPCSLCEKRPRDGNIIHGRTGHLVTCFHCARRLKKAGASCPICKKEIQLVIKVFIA
Target sequence (Q00987 whole entry, looked up): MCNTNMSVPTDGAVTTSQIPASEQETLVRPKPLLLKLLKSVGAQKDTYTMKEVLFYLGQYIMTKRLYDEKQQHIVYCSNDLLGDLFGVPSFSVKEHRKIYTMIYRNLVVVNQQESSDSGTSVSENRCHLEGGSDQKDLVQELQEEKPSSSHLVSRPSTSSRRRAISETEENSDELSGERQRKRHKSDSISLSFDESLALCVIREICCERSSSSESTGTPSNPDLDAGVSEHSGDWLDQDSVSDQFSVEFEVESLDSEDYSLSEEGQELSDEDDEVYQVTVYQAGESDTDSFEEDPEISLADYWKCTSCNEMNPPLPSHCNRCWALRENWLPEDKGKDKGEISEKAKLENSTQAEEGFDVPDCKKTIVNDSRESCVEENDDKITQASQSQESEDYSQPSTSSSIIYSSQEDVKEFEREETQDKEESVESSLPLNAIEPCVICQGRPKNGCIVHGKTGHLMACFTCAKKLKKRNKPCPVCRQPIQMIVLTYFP
Jurkat NFkB inh: inhibitors of the PMA/ionomycin-induced NF-kB reporter in Jurkat cells; AID 435003; PMA/ionomycin-induced NF-kB luciferase reporter, luminescence; 0.53% of 330,000 active; inhibition, % at 4 µM; in the data active = inhibition above about 50%
An asterisk follows results filed as active; x = no result given. Compounds as they come. Share with any hit: about 6.6%.

Labels used below – A = tim10-1 inh; B = TIM10 inh; C = 697 NFkB inh; D = UPR XBP1 act; E = UPR CHOP act; F = tim23-1 inh; G = Mdm2-MdmX inh; H = Jurkat NFkB inh
O=C(NCc1ccncc1)Nc1cc(Cl)ccc1Cl
  A = 6	B = 6	C = -4	D = 2	E = -0.5	F = 15	G = -2	H = 14
O=C(NNc1ccccc1)C(CCO)C(=O)NNc1ccccc1
  A = -31	B = -113	C = 6	D = -1	E = -0.9	F = -20	G = -1	H = 20
COc1ccc(NC(C)=O)cc1NC(=O)C1CCCN1C(=O)c1cccs1 (centres undefined)
  A = 3	B = -4	C = 8	D = -3	E = -0.2	F = 10	G = -11	H = 0
CN(C)c1ccc(NC(=S)NC(=O)/C=C/c2ccc(Cl)cc2)cc1
  A = 11	B = -17	C = -40	D = 2	E = 5.3	F = 8	G = -2	H = -65
Cc1ccc(NC(=O)c2nnn(CC(=O)Nc3ccc4c(c3)OCO4)c2N)cc1C
  A = -52	B = -38	C = -26	D = 1	E = 2.0	F = -4	G = -19	H = -1
COc1ccccc1NC(=O)c1cc2c(CO)cnc(C)c2oc1=Nc1ccc(OC)c(OC)c1
  A = 6	B = -11	C = 6	D = 5	E = 17	F = -4	G = 65*	H = 31
CC(Sc1nc(N)cc(=O)[nH]1)C(=O)Nc1sc2c(c1C#N)CCCC2 (centres undefined)
  A = 4	B = -8	C = -34	D = 1	E = -2.5	F = 4	G = 34	H = 4
O=S(=O)(c1ccc(SCc2ccc(Cl)cc2)nc1)N1CCCC1
  A = 15	B = -2	C = 14	D = 1	E = -2.5	F = 22	G = 8	H = 16
Cc1cccn2c(=O)nc(SCC(=O)N3CCN(c4ccccc4)CC3)nc12
  A = -6	B = 4	C = -4	D = -4	E = 0.4	F = 3	G = 4	H = 3
O=C(NCC1(O)CCCCC1)C1CCC(=O)N(Cc2cccc(C(F)(F)F)c2)C1 (centres undefined)
  A = -16	B = 9	C = 1	D = -1	E = 2.3	F = 12	G = 18	H = 12

An excerpt of these results, as tab-separated lines.
compound	tim10-1 inh	TIM10 inh	697 NFkB inh	UPR XBP1 act	UPR CHOP act	tim23-1 inh	Mdm2-MdmX inh	Jurkat NFkB inh
O=C(NCC1(O)CCCCC1)C1CCC(=O)N(Cc2cccc(C(F)(F)F)c2)C1 (centres undefined)	-16	9	1	-1	2.3	12	18	12
COc1ccc(NC(C)=O)cc1NC(=O)C1CCCN1C(=O)c1cccs1 (centres undefined)	3	-4	8	-3	-0.2	10	-11	0
O=S(=O)(c1ccc(SCc2ccc(Cl)cc2)nc1)N1CCCC1	15	-2	14	1	-2.5	22	8	16
Cc1cccn2c(=O)nc(SCC(=O)N3CCN(c4ccccc4)CC3)nc12	-6	4	-4	-4	0.4	3	4	3
COc1ccccc1NC(=O)c1cc2c(CO)cnc(C)c2oc1=Nc1ccc(OC)c(OC)c1	6	-11	6	5	17	-4	65*	31

The list continues:
Labels used below – A = tim10-1 inh; B = TIM10 inh; C = 697 NFkB inh; D = UPR XBP1 act; E = UPR CHOP act; F = tim23-1 inh; G = Mdm2-MdmX inh; H = Jurkat NFkB inh
Cc1ccc(SCC(=O)Nc2cccc(C(=O)NC(C)(C)C)c2)cc1
  A = 16	B = -7	C = 6	D = -6	E = -0.1	F = 20	G = -23	H = -18
COc1ccccc1CC(=O)Nc1cccc(S(=O)(=O)N2CCOCC2)c1
  A = 27	B = 4	C = -19	D = -1	E = 0.9	F = 0	G = 14	H = -7
CCOc1ccc(C(=O)CCC(=O)Nc2ccc(C)cn2)cc1
  A = 2	B = -3	C = 6	D = 4	E = -0.5	F = 15	G = 23	H = 20
Cc1ccc(C(=O)CC(=O)c2ccccc2C)c(O)c1
  A = 16	B = 8	C = -42	D = 3	E = 6.2	F = 49	G = 34	H = 1
COc1ccc(CN(C(=O)c2snc(C(N)=O)c2N)C(C(=O)NC2CCCC2)c2ccc(OC)cc2)cc1 (centres undefined)
  A = 18	B = 6	C = 14	D = 2	E = 0.9	F = 13	G = -2	H = -12
COc1cc(C(=O)NCC(=O)N/N=C/c2cccnc2)cc(OC)c1OC
  A = -12	B = 1	C = 18	D = 1	E = -0.2	F = -1	G = 7	H = -2
CCOC(=O)c1c(C)[nH]c(C(=O)OCC(=O)Nc2sc(C(=O)N(C)C)c(C)c2C(=O)OCC)c1C
  A = 2	B = 12	C = 7	D = 0	E = 0.8	F = 12	G = 37	H = 8
CCCCOc1ccc(C(=O)N/C(=C\c2cccc([N+](=O)[O-])c2)C(=O)OCCC)cc1
  A = 0	B = -3	C = -1	D = -1	E = 1.5	F = 5	G = 23	H = -8
Cc1cccn2c(=O)nc(SCC(=O)N3N=C(c4cccs4)CC3c3ccc(F)cc3)nc12 (centres undefined)
  A = 9	B = 3	C = -50	D = -3	E = 13	F = 17	G = 51*	H = 1
CCOc1ccc(N(CC(=O)NCCSc2ccccn2)S(C)(=O)=O)cc1
  A = 9	B = 0	C = 18	D = -1	E = 0.3	F = -7	G = 22	H = -3
CC(C)C(=O)N[C@@H]1c2ccccc2CC[C@@H]1O
  A = 2	B = -7	C = 5	D = 0	E = 1.4	F = 15	G = -5	H = x
CC(CNC(=O)Cn1ccc2cc(S(=O)(=O)N3CCCC3)ccc21)c1ccccc1 (centres undefined)
  A = 5	B = 10	C = -5	D = -2	E = -2.3	F = 19	G = 8	H = 3
CCCc1nc(SCC(=O)Nc2nnc(CC)s2)c2c(=O)n(C)c(=O)n(C)c2n1
  A = -17	B = -7	C = -39	D = -1	E = 3.3	F = -32	G = 46	H = 16
CCOC(=O)c1sc(NC(=O)C2CC(=O)N(c3ccc(OCC)cc3)C2)nc1C (centres undefined)
  A = 13	B = 8	C = 14	D = -2	E = -0.7	F = 10	G = 2	H = -2
COc1ccc(Cn2c(=O)[nH]c3cc(C(=O)N4CCN(Cc5ccccc5)CC4)ccc3c2=O)cc1
  A = 7	B = 2	C = -20	D = -3	E = -2.9	F = 6	G = 48	H = 34
Clc1ccc(C2[C@H]3CN(CC4CCCCC4)[C@H](c4ccccc4)C34CC2(c2cccnc2)C4)cn1 (some centres undefined)
  A = 18	B = 22	C = 10	D = -1	E = 2.8	F = 17	G = -1	H = -11
Cc1ccc(C(=O)Nc2ccc(C(=O)N/N=C/c3ccc(C)o3)cc2)cc1
  A = -17	B = -26	C = 1	D = 0	E = 5.0	F = -35	G = 7	H = -13
Cc1ccc2[nH]c(CNC(=O)C3CCCCC3)cc2c1
  A = 18	B = -5	C = -14	D = -4	E = -0.2	F = 17	G = 14	H = -33
CC(C)n1c(-c2ccccc2F)n[nH]c1=S
  A = 24	B = -1	C = 14	D = -1	E = -1.0	F = 16	G = -9	H = -6
CCC(C)[C@@H](CN)NCC1(c2ccccc2)CC1 (some centres undefined)
  A = 6	B = -11	C = -11	D = -1	E = 0.3	F = 2	G = -38	H = 7
CCc1cc2c(COC(=O)c3cc(S(=O)(=O)N4CCOCC4)ccc3F)cc(=O)oc2cc1O
  A = 13	B = 8	C = 8	D = 9	E = 7.9	F = 12	G = 31	H = 2
CCNS(=O)(=O)c1ccc(CCC(N)=O)cc1
  A = -6	B = -4	C = 11	D = -1	E = 0.9	F = 3	G = 22	H = 1
COc1cc(CNCc2cccc3ccccc23)cc(OC)c1
  A = 9	B = 9	C = 9	D = -7	E = -2.9	F = -1	G = 18	H = 5
CCOC(=O)CC1C(=O)NCCN1Cc1cccc(C(F)(F)F)c1 (centres undefined)
  A = 16	B = -10	C = -6	D = -2	E = -2.1	F = 10	G = 29	H = -6
CSc1nc(Sc2cccc(Cl)c2)c2ccccc2n1
  A = 10	B = 2	C = -39	D = 0	E = -0.5	F = -3	G = 27	H = -21
COc1ccc(C(=O)C2CCCN(Cc3ccc(C#CCCO)cc3)C2)c(OC)c1 (centres undefined)
  A = 9	B = -12	C = -2	D = -2	E = -1.4	F = 20	G = 1	H = 23
C[C@@H]1CN([C@@H](C)CO)C(=O)c2cccc(NS(=O)(=O)c3cccs3)c2O[C@H]1CN(C)Cc1ccc(C(F)(F)F)cc1
  A = -1	B = -1	C = 4	D = -3	E = -0.9	F = -5	G = 2	H = -10
COc1ccc(C(C#N)C2(C)OCCO2)cc1OC (centres undefined)
  A = -7	B = 0	C = -2	D = -2	E = -2.3	F = 22	G = -4	H = -7
Cc1nnsc1C(=O)Nc1ccc(S(=O)(=O)N2CCCC(C)C2)cc1 (centres undefined)
  A = 10	B = 8	C = -29	D = -2	E = -1.0	F = 18	G = 11	H = 14
CCCCSCCCNC(=O)c1ccc2c(c1)N(CC)C(=O)c1ccccc1S2=O (centres undefined)
  A = 18	B = -1	C = 6	D = -1	E = -3.0	F = 17	G = 0	H = -2
CC(=O)N[C@H]1C[C@@H]1c1ccccc1
  A = 3	B = 2	C = 11	D = -1	E = -2.1	F = 15	G = 1	H = 22
CC1CCC(C(C)C)C(OP(=O)(c2ccccc2)C(O)c2ccncc2)C1 (centres undefined)
  A = -2	B = 18	C = 9	D = -2	E = 0.9	F = 21	G = -9	H = 4
COCCCNC(=O)COc1ccc(Br)cc1Cl
  A = 4	B = -25	C = -67	D = 3	E = 4.5	F = 10	G = -35	H = -42
O=C(O)c1ccc(N2CC3CC(C2)c2cccc(=O)n2C3)c(NS(=O)(=O)c2cccc(C(F)(F)F)c2)c1 (centres undefined)
  A = -8	B = 2	C = 23	D = 2	E = 1.3	F = 0	G = 9	H = 6
CCCC(=O)Nc1ccc(C(=O)NNC(=O)c2cccs2)cc1
  A = 9	B = 1	C = 10	D = -2	E = -0.6	F = 16	G = 4	H = -2
Cc1ccc(N2C(=O)CSC2c2ccc3c(c2)OCO3)cc1 (centres undefined)
  A = 24	B = 35	C = -6	D = 1	E = 2.1	F = 16	G = 10	H = 0
CC(=O)C(Sc1nc(NC(C)(C)C)nc(N(C)C)n1)C(C)=O
  A = 29	B = 44*	C = 4	D = -1	E = 1.2	F = 27	G = -7	H = -7
CCN1CCN(CCCNC(=O)C2CCN(c3nnc(-n4c(C)ccc4C)s3)CC2)CC1
  A = 4	B = 1	C = -20	D = -1	E = -2.0	F = 10	G = 14	H = -16
COc1ccc(OC)c(Nc2nc(N(C)c3ccccc3)nc(N)c2[N+](=O)[O-])c1
  A = 31	B = 22	C = -1	D = 10	E = -1.3	F = 30	G = 30	H = -5

3 compounds out of the list above, ordered by the value under 697 NFkB inh, lowest first:
| mol | tim10-1 inh | 697 NFkB inh | UPR XBP1 act | Mdm2-MdmX inh | Jurkat NFkB inh |
| --- | --- | --- | --- | --- | --- |
| CC(=O)C(Sc1nc(NC(C)(C)C)nc(N(C)C)n1)C(C)=O | 29 | 4 | -1 | -7 | -7 |
| CC1CCC(C(C)C)C(OP(=O)(c2ccccc2)C(O)c2ccncc2)C1 (centres undefined) | -2 | 9 | -2 | -9 | 4 |
| O=C(O)c1ccc(N2CC3CC(C2)c2cccc(=O)n2C3)c(NS(=O)(=O)c2cccc(C(F)(F)F)c2)c1 (centres undefined) | -8 | 23 | 2 | 9 | 6 |

Reformatted: results already given.
Results follow in this order: tim10-1 inh | TIM10 inh | 697 NFkB inh | UPR XBP1 act | UPR CHOP act | tim23-1 inh | Mdm2-MdmX inh | Jurkat NFkB inh
- CC(C)C(=O)N[C@@H]1c2ccccc2CC[C@@H]1O
  2 | -7 | 5 | 0 | 1.4 | 15 | -5 | x
- CC(CNC(=O)Cn1ccc2cc(S(=O)(=O)N3CCCC3)ccc21)c1ccccc1 (centres undefined)
  5 | 10 | -5 | -2 | -2.3 | 19 | 8 | 3
